USP2a inh = inhibitors of human ubiquitin-specific protease USP2a; Potency, µM (top dose mostly 38.3 µM), for the others: at the top dose activity change, negative = inhibition, actives largely listed as inhibitors; AID 463254; O75604; 0.01% of 330,000 active; USP2 core, Ub-CHOP2 coupled fluorogenic reporter, 485/531;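 note: potency is the fitted concentration of half-maximal effect; plate controls were DMSO wells for no effect and full inhibition by NEM control for full effect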
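Deubiquitinase activity read as fluorescence (485/531 nm) after Ub-CHOP2 cleavage activates the enterokinase reporter on its substrate; USP2 core 10nM, Ub-CHOP2 and substrate 25nM each, 30min compound preincubation then 60min RT; data normalized to NEM, curves fitted.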
TCR act = activators of T cell receptors. AID 504894. 330,000 tested, under 10 active. Potency, µM (top dose mostly 9.22 µM), for the others: top-dose activation of IL-2 secretion, usual class: activators. primary human leukocytes, anti-CD3, IL-2 HTRF, 48 h; note: % of control where 0% means no effect
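Primary human leukocytes were stimulated with a-CD3 beads plus compounds for 48 hr without co-stimulation; secreted IL-2 was quantified by HTRF using a-IL-2-K (europium cryptate) and a-IL-2-d2, excited at 320nm with acceptor emission read at 665nm.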
hERG WT inh = KCNH2 (human, wildtype) channel inhibition; Q12809; U2OS, BacMam KCNH2, thallium flux FluxOr; hits give low values; activity change, % at 1.84 µM; 0.37% of 340,000 active;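 active = maximum activity change below -70%; inconclusive = maximum activity change between -70% and -50%; inactive = maximum activity change above -50%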; note: % is set by controls: 0 for no effect and ±100 for the full control effect
Target sequence (Q12809 whole entry, looked up): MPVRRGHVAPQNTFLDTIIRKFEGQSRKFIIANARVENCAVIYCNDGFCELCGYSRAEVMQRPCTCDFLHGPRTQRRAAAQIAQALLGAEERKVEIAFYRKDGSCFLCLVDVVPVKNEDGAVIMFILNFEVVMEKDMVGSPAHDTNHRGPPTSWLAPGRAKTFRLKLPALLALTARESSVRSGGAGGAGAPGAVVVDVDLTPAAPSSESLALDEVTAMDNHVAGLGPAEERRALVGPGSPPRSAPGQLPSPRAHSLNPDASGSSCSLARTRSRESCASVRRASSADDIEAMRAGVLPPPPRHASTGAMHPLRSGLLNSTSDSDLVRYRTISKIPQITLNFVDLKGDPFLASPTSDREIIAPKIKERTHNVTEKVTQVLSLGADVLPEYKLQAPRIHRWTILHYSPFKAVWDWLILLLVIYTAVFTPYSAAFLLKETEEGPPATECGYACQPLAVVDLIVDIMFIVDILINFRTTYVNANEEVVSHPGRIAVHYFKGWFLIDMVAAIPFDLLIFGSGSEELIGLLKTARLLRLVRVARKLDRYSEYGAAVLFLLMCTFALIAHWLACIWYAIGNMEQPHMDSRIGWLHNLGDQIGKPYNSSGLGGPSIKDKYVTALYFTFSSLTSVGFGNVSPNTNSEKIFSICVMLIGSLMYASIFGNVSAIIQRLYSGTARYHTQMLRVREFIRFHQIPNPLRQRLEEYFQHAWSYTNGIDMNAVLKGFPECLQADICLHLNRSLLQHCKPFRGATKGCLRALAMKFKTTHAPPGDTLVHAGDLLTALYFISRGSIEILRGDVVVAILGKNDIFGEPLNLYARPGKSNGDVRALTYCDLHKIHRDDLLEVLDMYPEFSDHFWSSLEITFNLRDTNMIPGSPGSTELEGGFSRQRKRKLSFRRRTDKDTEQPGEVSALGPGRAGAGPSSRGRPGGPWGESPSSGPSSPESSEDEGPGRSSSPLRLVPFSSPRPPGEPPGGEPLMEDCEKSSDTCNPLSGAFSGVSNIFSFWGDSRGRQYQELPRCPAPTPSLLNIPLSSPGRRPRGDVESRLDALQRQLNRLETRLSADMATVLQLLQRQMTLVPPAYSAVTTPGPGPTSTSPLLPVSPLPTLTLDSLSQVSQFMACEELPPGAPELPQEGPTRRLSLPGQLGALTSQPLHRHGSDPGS
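U2OS cells were transduced with wild-type KCNH2 virus (2.03 x 10^8 / mL) for 4 h at room temperature, then cultured overnight at 37 C. Thallium flux was read with FluxOr dye. Rate constants were normalized to DMSO controls.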
TSHR antagonist = blocks TSH signaling through the human TSH receptor. P16473. TSHR-expressing cells, TSH-stimulated cAMP HTRF, 2 h; hits give low values. activity change, negative = inhibition, % at 11.5 µM. 0.2% of 330,000 active;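 active = activity change below a set negative limit, meaning inhibition stronger than a set level, cut at about -70% in these data; inconclusive = activity change between two set negative limits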; note: % is set by controls: 0 for no effect and ±100 for the full control effect
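TSHR-expressing cells were treated with compounds, then stimulated with TSH at EC80 (4nM final) for 2 hours at 37 deg C. Cellular cAMP was measured by HTRF competition between lysate cAMP and cAMP-d2 for a cryptate-labelled anti-cAMP antibody.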
AT treatment = candidate therapy for ataxia-telangiectasia; […] A-T fibroblasts, KAP-1 phosphorylation AlphaLISA; neocarzinostatin DNA damage 30 min before lysis; AID 485349; 0.19% of 320,000 active; Potency, µM (top dose mostly 57.5 µM), for inactives: at the top dose activation, hits mostly activators; note: potency is the fitted concentration of half-maximal effect; % of control where 0% means no effect; nearly all actives have a fitted effect of over 45% in size
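hTERT-immortalized A-T patient fibroblasts ([…]), 500 cells/well in OPTI-MEM, 1% FBS, got compounds for 60 min, then NCS for 30 min at 37C. Lysates were then assayed for phospho-KAP-1 by AlphaLISA (anti-pKAP1 donor, anti-KAP1 acceptor beads), 6 hr at 25C.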
ELG1 DNA repair = ELG1-dependent DNA repair inhibition; HEK293T ELG1-luciferase reporter, luminescence, 16 h; DNA damage induced by 5-fluorouridine; Potency, µM (top dose mostly 46.1 µM), for inactives: top-dose activity change, negative = inhibition, usual class: inhibitors; 2.3% of 330,000 active; note: potency is the fitted concentration of half-maximal effect; % is set by controls: 0 for no effect and ±100 for the full control effect; nearly all actives have a fitted effect of over 55% in size
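5-Fluorouridine DNA damage + compound/DMSO, 2,000 cells/well, 16 h, 37 °C/5% CO2. ONE-Glo, 30 min RT, luminescence. Readout = decrease in reporter signal.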
KCNH2 3.1 inh = inhibitors of human KCNH2 3.1 potassium channel isoform | U2OS KCNH2 3.1, thallium flux FluxOr; hits give low values | activity change, % (tested at about 1.8 µM) | 0.95% of 340,000 active;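 active = maximum activity change below -70%; inconclusive = maximum activity change from -70% to -50%; inactive = maximum activity change above -50%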;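 note: thallium influx rate constant from kinetic fluorescence after stimulation buffer; % is set by controls: 0 for no effect and ±100 for the full control effect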
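Steps: virus added to U2OS suspension (4 h, RT, dark); medium with 10% FBS added, cells plated, 37 C overnight; FluxOr/Red40 loading buffer 45 min RT; stimulation buffer, 2 min kinetic read; rate constant normalized.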
TRPV1 agonist = agonists of human vanilloid receptor 1 (TRPV1); Q8NER1; TRPV1-expressing cells, Fluo-8 calcium influx, agonist mode; activation, % at 8.33 µM; 0.19% of 320,000 active; in the data active = activation above about 80%; inconclusive = between about 30% and that limit; note: 0% is about no effect
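Cells expressing TRPV1 were dye-loaded with Fluo-8 and read kinetically: 10 s baseline, 3 min after compound (agonist portion), then 2 min after EC20 capsaicin (allosteric enhancer portion). Calcium-bound dye fluorescence at 480/520 nm.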
Mito fusion act = blocks mitochondrial division or promotes mitochondrial fusion; Potency, µM (top dose mostly 46.1 µM), inactives show at the highest dose growth rescue (activation), most hits filed as activators; AID 485298; 0.23% of 320,000 active; S. cerevisiae fusion-defective mutant growth rescue, CellTiterGlo 48 h;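 note: potency is the fitted concentration of half-maximal effect; % of control where 0% means no effect; nearly all actives have a fitted effect of over 45% in size; temperature-sensitive fusion mutants such as fzo1-1 at 37 °C on non-fermentable ethanol glycerol medium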
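Read-out: ATP-based luminescence (CellTiterGlo, 10 min ambient) reporting growth of fusion-defective ts yeast after 48 hours at 37C on glycerol/ethanol YPEG medium in the presence of compound.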
Eya2 inh = Eya2 (human) phosphatase inhibition. O00167. 0.006% of 330,000 active. Potency, µM (doses to about 76.9 µM), without a hit: top-dose activity, negative = inhibition, usual class: inhibitors. recombinant Eya2, OMFP fluorescence dephosphorylation (OMFP is methylfluorescein phosphate). AID 488837; note: potency is the fitted concentration of half-maximal effect; % is set by controls: 0 for no effect and ±100 for the full control effect
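Eya2 protein (added as 0.2 uM solution) was preincubated with compound for 10 min at ambient temperature in 50 mM HEPES pH 7.5, 50 mM NaCl, 5 uM MgCl2, 0.05% BSA, 1 mM DTT. OMFP (added at 50 uM) then reacted 10 min; fluorescence read at 485/525 nm.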
An asterisk follows results filed as active; ? = inconclusive; . = not tested or not shown; [ ] = another dose, or the depositor's remark. Unless noted, calls come from the whole dose curve; as a rule, active = well fitted curve in the direction sought with a large enough effect; inconclusive = small, poorly fitted or top-dose-only effect, or another doubt; inactive = no such curve, though single readings can be large; an effect the other way counts as inactive or inconclusive. Only part of the results is shown; the hit share may differ from the screen's.

SMILES	USP2a inh	TCR act	hERG WT inh	TSHR antagonist	AT treatment	ELG1 DNA repair	KCNH2 3.1 inh	TRPV1 agonist	Mito fusion act	Eya2 inh
CC(C(=O)Oc1ccc2c(c1)OCO2)N1C(=O)c2ccccc2C1=O (centres undefined)	-1%	.	.	0	7%	5%	.	?	3%	10%
CC1CCN(C(=O)COC(=O)CNC(=O)C23CC4CC(CC(C4)C2)C3)CC1	1%	12%	-4	2	-2%	-2%	8	1	1%	-10%
COC(=O)c1ccccc1NC(=O)C1CCN(C(=O)c2cc(OC)c(OC)c(OC)c2)CC1	1%	-2%	0	1	9%	?	0	.	-1%	33%
NS(=O)(=O)c1ccc(N/N=C/c2ccccc2C(=O)O)c([N+](=O)[O-])c1	-3%	-11%	-14	-27	0%	-1%	-2	0	0%	-4%
Cc1ccc(NC(=S)N2CCC(NC(=O)c3ccc(C)cc3)CC2)cc1	-9%	9%	-3	8	3%	?	-11	0	-10%	-11%
C=CCNc1nc(C(=O)OCC(=O)NCc2cccc(Cl)c2)cs1	4%	-2%	-5	-2	4%	-17%	-18	-5	1%	6%
CC(C)OCCCNC(=O)c1cc2c(s1)CS(=O)(=O)C2	2%	10%	4	8	3%	13%	12	15	2%	3%
CCOc1cc(CO)cc(Br)c1OCC(=O)Nc1ccccc1C	1%	-8%	-16	-4	-1%	-2%	10	27	4%	0%
Cc1ccc(-c2nnc(N(C)C(=O)c3cccnc3)s2)cn1	0%	0%	-1	1	-2%	?	-12	0	-1%	2%
COc1ccc(-n2cnnc2SCC(=O)N(C)c2ccccc2)cc1	1%	-27%	-1	-19	-4%	-12%	-28	2	-3%	6%
CCOC(=O)c1cc2n(n1)C(C(F)(F)F)CC(C)N2 (centres undefined)	7%	-1%	23	4	7%	?	6	0	1%	15%
Cc1ccc(C2C(C(=O)O)c3ccccc3C(=O)N2C)o1 (centres undefined)	-3%	1%	-7	9	-2%	13%	-17	6	-2%	-21%
Cc1cc(C)cc(NC(=O)Cn2nnc(C(=O)NCc3ccc4c(c3)OCO4)c2N)c1	2%	-2%	3	-3	-8%	21%	-10	6	-15%	4%
Cn1c(=O)cc(OCCCC(=O)NCCC2=CCCCC2)c2ccccc21	1%	3%	-6	-7	0%	?	-4	?	3%	-12%
COc1ccc(Cl)cc1NC(=O)C1CCN(C(=O)Nc2ccccc2)CC1	1%	1%	1	0	1%	-11%	10	16	-1%	2%
Cc1ccc2c(=O)n3c(nc2c1)C(Cc1ccccc1)NC(=O)c1ccc(Cl)cc1-3 (centres undefined)	-3%	.	.	3	-3%	-17%	.	-5	-1%	7%
COc1ccc(-n2nc(C(=O)N3CCCCC3)c3ccccc3c2=O)cc1	0%	4%	8	5	7%	0%	1	-1	3%	-11%
COc1ccccc1CC(=O)NC(=O)c1ccccc1O	-4%	3%	35	17	?	12%	1	5	22%	-19%
O=C(CCNS(=O)(=O)c1ccccc1)N1CCN(C(c2ccccc2)c2ccccc2)CC1	-2%	.	.	-3	9%	23µM*	.	30	4%	-11%
COc1ccc(S(=O)(=O)NC2CC2)cc1-n1cnnn1	0%	7%	5	5	3%	-2%	13	1	2%	11%
COc1cc(OC)cc(C(=O)NCCC(c2ccccc2)c2ccccc2)c1	-11%	-5%	2	12	12%	-4%	-19	9	-17%	-6%
CC(=O)N1CCc2cc(S(=O)(=O)NCC(=O)NCc3ccc(F)cc3)ccc21	1%	-1%	-20	2	5%	-12%	-19	0	0%	4%
COCCNS(=O)(=O)c1ccc2c(c1)Cc1cc(S(=O)(=O)NCCOC)ccc1-2	-1%	.	20	-8	1%	-4%	-1	3	1%	-4%
COc1ccc(CCn2c(Br)nc3c2c(=O)[nH]c(=O)n3C)cc1	-2%	-8%	-6	8	-3%	-29%	16	2	1%	6%
Cc1ccc(NC(=S)Nc2ccc(F)cc2)cc1C	-1%	2%	-6	2	1%	?	22	12	-11%	-6%
CCOc1cc(/C=C(\C#N)C(=O)Nc2cccc(C(=O)O)c2)cc(Br)c1OC(=O)c1ccc(OC)cc1	-17%	2%	-1	-5	-13%	?	-112*	?	-6%	3%
CC(=O)N1CCN(C(=O)c2ccc(Cl)c(S(=O)(=O)N3CCc4ccccc43)c2)CC1	1%	2%	0	-20	-4%	-11%	13	2	-1%	20%
Cc1c(NC(=O)CSc2nc3ccccc3s2)c(=O)n(-c2ccccc2)n1C	0%	2%	-7	15	.	4%	10	5	-5%	-1%
COc1ccc(C)cc1NC(=O)NNC(=O)c1ccoc1C	1%	-4%	1	-4	4%	17%	8	1	1%	-2%
COc1ccc(CNC(=O)Cn2cccc2C(=O)c2ccccc2C)cc1	0%	-4%	4	18	-4%	?	1	24	3%	5%
CCOC(=O)C1CCN(C(=O)C2CCCN2S(=O)(=O)c2ccc(Cl)cc2)CC1 (centres undefined)	2%	0%	6	7	5%	8%	-1	-6	0%	2%
Cc1ncsc1CCC(=O)N1CCCC(Nc2ccc(C(C)C)cc2)C1 (centres undefined)	3%	-63%	-1	1	0%	-10%	7	84*	-2%	-22%
Cc1cc2c(c(=O)n1Cc1ccccc1)C1O[C@](c3ccsc3)(Cc3ccccc31)O2	1%[7.66 µM]	.	.	.	18%[11.5 µM]	.	.	?	13%[9.22 µM]	-4%[15.4 µM]
CC(C)N1CCN(Cc2nc3c(s2)CCCC3)CC1CCO (centres undefined)	3%	.	-9	-8	0%	4%	0	1	10%	-8%
COc1ccc(NC(=O)Nc2sc(=S)n(C)c2C)cc1	0%	-2%	-9	10	1%	5%	16	1	-9%	-1%
Cc1cc(C)n2nc(SCCCC(=O)c3ccc(F)cc3)nc2n1	-1%	-1%	-14	0	2%	10%	0	-6	6%	6%
COc1ccc(CC(=O)Nc2ccccc2NC(=O)c2ccco2)cc1OC	12%	-5%	2	11	4%	9%	-1	0	2%	1%
Cn1c(=O)c2c(nc(SCc3ccc(F)cc3)n2C)n(C)c1=O	1%	4%	2	-4	-3%	-3%	8	0	8%	-8%
CCCc1cnc(N2CCN(C(=O)c3ccc(OC)cc3)CC2)nc1	4%	1%	-1	-7	-12%	-26%	-5	-1	24%	10%
Cc1ccc(C(=O)Nc2ccc3c(c2)OCCO3)cc1S(=O)(=O)N1CCOCC1	3%	1%	-8	2	1%	?	-4	.	.	-8%
NS(=O)(=O)c1ccc(CCNc2nc(CN3CCOCC3)nc3sc4c(c23)CCC4)cc1	-1%	-4%	-10	-3	3%	?	-28	0	-1%	6%
O=C(Nc1cccc(F)c1)N1CCC(c2ccccc2)CC1	2%	0%	-23	0	5%	?	15	?	6%	4%
CCOC(=O)N1CCN(C(=O)c2ccc(N3CC4CC(C3)c3cccc(=O)n3C4)c(NC(=O)c3ccc(F)cc3)c2)CC1 (centres undefined)	0%	1%	-163*	-5	2%	-14%	2	-1	-4%	1%
COc1cccc(N/C=C/C(=O)c2ccc(OC)c(OC)c2)c1	-1%	.	10	-10	-1%	?	3	15	-10%	2%
CSCCC(NC(=O)c1ccco1)C(=O)NCC(c1ccco1)N1CCCCC1 (centres undefined)	1%	-4%	-1	-2	-9%	12%	-18	0	-1%	1%
CC(=O)c1ccc(NC(=O)Cn2cnc(S(=O)(=O)N3CCc4ccccc43)c2)cc1	-1%	-4%	-7	2	-2%	0%	1	0	14%	1%
C#CCOCCOCCOCCNc1nc(N2CCN(C(=O)[C@H](CCCCN)n3cc([C@@H](N)CO)nn3)CC2)nc(N2CCN(C(=O)[C@H](CCCCN)n3cc([C@@H](N)CC(C)C)nn3)CC2)n1	0%	-5%	8	17	-12%	?	1	.	.	-1%
CC(=O)Nc1ccc(NC(=O)CCC(=O)OCC(=O)c2cccc([N+](=O)[O-])c2)cc1	1%	11%	6	8	5%	14%	-40	7	-4%	2%
Cc1ccccc1OCC(=O)NNC(=O)Nc1ccc(Cl)cc1	1%	1%	1	3	-7%	3%	5	3	-2%	-19%
O=C(CN1CCN(Cc2ccccc2)CC1)Nc1ccc(-n2cnnn2)cc1	2%	1%	9	-9	6%	-17%	-10	10	1%	16%
COc1ccc(CNC(=O)C(C#N)c2nc3ccccc3nc2N2CCN(C)CC2)cc1 (centres undefined)	4%	1%	8	-7	-5%	-14%	-15	3	-2%	-18%

Whole records, quoted from the list:
`COCCNS(=O)(=O)c1ccc2c(c1)Cc1cc(S(=O)(=O)NCCOC)ccc1-2` is listed as USP2a inh: -1%; TCR act: .; hERG WT inh: 20; TSHR antagonist: -8; AT treatment: 1%; ELG1 DNA repair: -4%; KCNH2 3.1 inh: -1; TRPV1 agonist: 3; Mito fusion act: 1%; Eya2 inh: -4%
`COc1ccccc1CC(=O)NC(=O)c1ccccc1O` is listed as USP2a inh: -4%; TCR act: 3%; hERG WT inh: 35; TSHR antagonist: 17; AT treatment: ?; ELG1 DNA repair: 12%; KCNH2 3.1 inh: 1; TRPV1 agonist: 5; Mito fusion act: 22%; Eya2 inh: -19%

Screens (PubChem)
